High-throughput results: PubChem BioAssay, The Scripps Research Institute Molecular Screening Center
MITF inh = human MITF inhibition, primary screen; actives 0.91% (n = 650,000); inhibition, % at 2.6 µM; AlphaScreen MITF homodimerization, bead proximity signal; O75030; in the data active = inhibition above about 50%;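 also: 0% = vehicle wells with protein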
GPR151 activ = activators of human GPR151; Q8TDV0; PathHunter beta-arrestin GPR151 cells, luminescence; activation, % at 11.2 µM; actives 1% (n = 650,000); in the data active = activation above about 4.9%;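 also: 0% = median of compound wells and 100% = cells with positive control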
TEAD-YAP inh = TEAD-YAP interaction inhibition; AID 1259422; inhibition, % at 9.12 µM; HEK-TIYL cells, TEAD-Gal4/YAP UAS-luciferase luminescence; actives 1.4% (n = 640,000); in the data active = inhibition above about 32%;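 also: 0% = median of test compound wells and 100% = reference inhibitor wells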
FBW7 activator = human FBW7 E3 ligase activation, primary screen | Q969H0 | AlphaScreen FBW7–phospho-cyclin E peptide binding, activator screen | normalized activity (activation), % at 26.1 µM | actives 0.13% (n = 650,000) | AID 1259310; in the data active = normalized activity above about 1.9%;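 also: purified mutant Fbw7 with reduced substrate affinity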
Target sequence (Q969H0 whole entry, looked up): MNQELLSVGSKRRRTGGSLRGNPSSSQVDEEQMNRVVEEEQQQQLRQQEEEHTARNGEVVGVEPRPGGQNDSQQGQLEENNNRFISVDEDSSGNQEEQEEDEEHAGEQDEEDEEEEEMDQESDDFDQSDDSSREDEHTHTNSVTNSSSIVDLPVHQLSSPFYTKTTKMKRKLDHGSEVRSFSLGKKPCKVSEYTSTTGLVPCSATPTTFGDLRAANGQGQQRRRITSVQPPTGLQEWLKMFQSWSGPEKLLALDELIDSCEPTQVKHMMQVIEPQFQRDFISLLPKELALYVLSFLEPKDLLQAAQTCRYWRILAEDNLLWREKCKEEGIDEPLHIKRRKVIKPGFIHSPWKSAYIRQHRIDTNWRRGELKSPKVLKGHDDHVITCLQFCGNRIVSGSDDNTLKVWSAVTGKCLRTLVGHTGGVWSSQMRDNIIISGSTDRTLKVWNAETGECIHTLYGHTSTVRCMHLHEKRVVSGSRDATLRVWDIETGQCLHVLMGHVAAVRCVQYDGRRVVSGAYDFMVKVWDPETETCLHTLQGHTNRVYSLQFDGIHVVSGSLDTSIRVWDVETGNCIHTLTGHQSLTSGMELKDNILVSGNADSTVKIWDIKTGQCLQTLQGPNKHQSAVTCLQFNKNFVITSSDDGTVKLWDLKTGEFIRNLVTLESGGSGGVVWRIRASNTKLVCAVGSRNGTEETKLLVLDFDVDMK
* hit, by the source's call; . = not tested or not shown.

The first 16 entries (preview)
smiles | MITF inh | GPR151 activ | TEAD-YAP inh | FBW7 activator
CCCNC(=O)c1nn2c(c1Cl)NC(c1cccs1)CC2C(F)(F)F (stereo not given) | 8.3 | -0.7 | 5.3 | 0.1
COc1ccc(Br)cc1CN(CCCN(C)C)CCCN(C)C | 47.8 | 1.1 | -5.8 | 0.1
O=C(Nc1nnc(-c2ccccc2Cl)s1)c1ccccc1F | -10.7 | 0.6 | -9.1 | 0.0
Cc1ccc(/C=C/C(=O)NCC(=O)N2CCC(N(C)C3CCCC3)CC2)cc1 | 15.3 | -0.8 | -9.9 | 0.0
c1ccc(-c2cc(NC3CC3)nc(-c3ccccn3)n2)cc1 | 5.7 | -1.0 | 92.3* | -0.9
COc1ccc(C[C@](C)(N)C(=O)O)cc1OC | -30.9 | -1.5 | . | -0.1
CCCCN(CC)CCNC(=O)CCCn1nc(CC)n2c(cc3oc(C)cc32)c1=O | 9.0 | 0.0 | 4.3 | 0.1
Cc1ccc2[nH]c(C)c(CN3CC(C)OC(C)C3)c(=O)c2c1 (stereo not given) | 2.1 | -0.3 | 0.1 | 0.2
CCOC(=O)COc1ccc(C2NC(=O)NC(C)=C2C(=O)Nc2ccc(F)cc2)cc1 (stereo not given) | 2.6 | -0.3 | -2.0 | 0.0
Cn1c(SCC(=O)c2ccc(Br)cc2)nnc1-c1ccco1 | 6.4 | -0.7 | 4.7 | 0.1
CC1=C(C(=O)Nc2ccc(F)cc2F)C(c2cccc([N+](=O)[O-])c2)C2=C(CCCC2=O)N1 (stereo not given) | -5.1 | -0.4 | 4.0 | -0.1
COc1ccccc1OCCn1nnc2ccccc21 | -8.9 | 0.4 | -47.0 | -0.1
CC(C)(/C=N/NC(=O)c1ccccc1)CO | 0.6 | -0.2 | -58.2 | 0.0
Cc1ccc(N(CC(=O)NCc2ccncc2)S(=O)(=O)c2ccc(F)cc2)cc1 | 8.0 | 1.4 | -4.0 | -0.2
CN1C(=O)C2(c3ccccc31)C(C(=O)Nc1ccc(F)cc1F)CC1CCCN12 (stereo not given) | -1.1 | -1.1 | -15.6 | 0.0
CCOc1ccc(-c2[nH]nc3c2C(c2ccccc2OC)C(C#N)=C(N)O3)c(OCC)c1 (stereo not given) | 4.4 | 0.1 | 1.5 | 0.1

The listing, previewed entries included:
smiles | MITF inh | GPR151 activ | TEAD-YAP inh | FBW7 activator
CCCNC(=O)c1nn2c(c1Cl)NC(c1cccs1)CC2C(F)(F)F (stereo not given) | 8.3 | -0.7 | 5.3 | 0.1
COc1ccc(Br)cc1CN(CCCN(C)C)CCCN(C)C | 47.8 | 1.1 | -5.8 | 0.1
O=C(Nc1nnc(-c2ccccc2Cl)s1)c1ccccc1F | -10.7 | 0.6 | -9.1 | 0.0
Cc1ccc(/C=C/C(=O)NCC(=O)N2CCC(N(C)C3CCCC3)CC2)cc1 | 15.3 | -0.8 | -9.9 | 0.0
c1ccc(-c2cc(NC3CC3)nc(-c3ccccn3)n2)cc1 | 5.7 | -1.0 | 92.3* | -0.9
COc1ccc(C[C@](C)(N)C(=O)O)cc1OC | -30.9 | -1.5 | . | -0.1
CCCCN(CC)CCNC(=O)CCCn1nc(CC)n2c(cc3oc(C)cc32)c1=O | 9.0 | 0.0 | 4.3 | 0.1
Cc1ccc2[nH]c(C)c(CN3CC(C)OC(C)C3)c(=O)c2c1 (stereo not given) | 2.1 | -0.3 | 0.1 | 0.2
CCOC(=O)COc1ccc(C2NC(=O)NC(C)=C2C(=O)Nc2ccc(F)cc2)cc1 (stereo not given) | 2.6 | -0.3 | -2.0 | 0.0
Cn1c(SCC(=O)c2ccc(Br)cc2)nnc1-c1ccco1 | 6.4 | -0.7 | 4.7 | 0.1
CC1=C(C(=O)Nc2ccc(F)cc2F)C(c2cccc([N+](=O)[O-])c2)C2=C(CCCC2=O)N1 (stereo not given) | -5.1 | -0.4 | 4.0 | -0.1
COc1ccccc1OCCn1nnc2ccccc21 | -8.9 | 0.4 | -47.0 | -0.1
CC(C)(/C=N/NC(=O)c1ccccc1)CO | 0.6 | -0.2 | -58.2 | 0.0
Cc1ccc(N(CC(=O)NCc2ccncc2)S(=O)(=O)c2ccc(F)cc2)cc1 | 8.0 | 1.4 | -4.0 | -0.2
CN1C(=O)C2(c3ccccc31)C(C(=O)Nc1ccc(F)cc1F)CC1CCCN12 (stereo not given) | -1.1 | -1.1 | -15.6 | 0.0
CCOc1ccc(-c2[nH]nc3c2C(c2ccccc2OC)C(C#N)=C(N)O3)c(OCC)c1 (stereo not given) | 4.4 | 0.1 | 1.5 | 0.1
COC(=O)/C=C1\SC(=NC(=O)c2ccc(C)cc2)NC1=O | 14.2 | 0.3 | -1.1 | 0.0
Nc1nnc(SC(CCC2CC2)c2ccccc2)s1 (stereo not given) | 6.1 | 0.3 | -2.3 | 0.1
Cc1ccc(N2CCN(c3ccc(C)cc3)C2c2ccc(Cl)cc2)cc1 | 2.9 | 0.4 | -7.0 | -0.1
CCOC(=O)c1sc(=NC(=O)c2ccccc2Br)n(C)c1C | 3.5 | -1.2 | -49.5 | 0.0
CCOC(=O)c1c(NC(=O)CSc2nnc(CNC(=O)c3cc(OC)cc(OC)c3)n2-c2cccc(C)c2C)sc2c1CCCC2 | -7.0 | -0.1 | 1.1 | -0.1
Cc1ccc(SCCNC(=O)CN(c2cccc(C)c2C)S(C)(=O)=O)cc1 | 4.1 | 0.2 | 17.6 | 0.0
CC(=O)Nc1ncc(Cc2ccccc2Cl)s1 | -0.5 | 0.0 | -4.6 | -0.1
COc1cccc(C2/C(=C(\O)c3ccc(Br)cc3)C(=O)C(=O)N2c2cc(C(C)(C)C)on2)c1 (stereo not given) | 7.0 | -1.2 | 8.2 | 0.1
C=CCNc1c2c(nc3ncnn13)CC(C)CC2 (stereo not given) | 22.1 | -0.4 | -0.2 | -0.9
Nc1cccc(-c2cc(C(=O)NCCOc3ccccc3)ccn2)c1 | -2.5 | -1.7 | 5.2 | -0.1
CCn1c(C)nc2cc(S(=O)(=O)NC)ccc21 | 6.0 | -1.1 | 4.4 | 0.1
CN(C(=O)CN1CCC(NC(=O)Nc2ccc(C(F)(F)F)cc2)CC1)C1CCCCC1 | 7.3 | -0.1 | 13.8 | 0.0
CCn1c(Cc2ccccc2)nnc1SCC(=O)NC1CCCC1 | 6.1 | -0.6 | -0.6 | -0.1
COC(=O)c1ccc(NC(=O)CSc2nnc(-c3ccccc3Cl)n2N)cc1 | -1.3 | -0.8 | -18.6 | -0.1
COc1cc(OC)c(CN2CCN(CCOCCO)CC2)cc1Br | -5.3 | -0.3 | -3.3 | -0.2
COc1ccc(C2=NN(c3ccccc3)C(c3cn(-c4ccccc4)nc3-c3ccc(F)cc3)C2)cc1 (stereo not given) | 24.2 | 1.4 | -8.3 | 0.2
CC1(C)OC(=O)C(=NNc2ccc(Cl)cc2)C(=O)O1 | 2.0 | 0.8 | -12.7 | -0.1
CNC(=O)/C(C#N)=C/c1c(Oc2cccc(C)c2)nc2c(C)cccn2c1=O | -1.3 | 0.6 | 28.9 | -0.1
Cn1nccc1Nc1ccc(N2CCC(C(=O)Nc3ccc(N4CCOCC4)cc3)CC2)nn1 | -2.8 | -2.4 | 0.8 | 0.2
Cc1ccc(-c2ccccc2)n1-c1ccc(C(=O)NN)cc1 | 10.3 | 0.2 | -7.0 | 0.1
Cc1sc(NC(=O)c2ccccc2)c(CNC(C)C)c1C | -1.3 | -0.1 | -32.7 | 0.0
COc1ccc(-n2c(C)cc(C(=S)N3CCOCC3)c2C)cc1 | -7.9 | -0.1 | 2.9 | -0.1
CC(C)(C)C(=O)NC(=S)Nc1cccc([N+](=O)[O-])c1 | 57.7* | -1.6 | -2.9 | 0.2
COC(=O)CCNC(=O)NC(C)c1c(-n2cccc2)sc2c1CCCC2 (stereo not given) | 12.0 | -0.1 | 1.1 | 0.4
COc1ccc(N2CCN(C(=O)CSc3ccccc3)CC2)cc1 | 15.0 | -1.9 | 2.1 | 0.0
Cc1ccc(C(=O)OCC(=O)Nc2ccc(N3CCOCC3)cc2)cc1N | 3.5 | 1.6 | 8.7 | 0.0
COc1ccc(NC(=O)c2nnn(-c3cc(Cl)ccc3OC)c2C)cc1 | 2.5 | 0.0 | -29.2 | -0.1
CSc1nc2ccccc2n1C(=O)OCC(C)C | 5.2 | 0.3 | -14.7 | -0.1
CCOC(=O)c1c(NC(=O)c2cccnc2Cl)sc(C)c1C | 20.7 | 0.3 | 3.8 | 0.2

Filtered by structure, the compounds so far containing two or more sulfur atoms
smiles | MITF inh | GPR151 activ | TEAD-YAP inh | FBW7 activator
Nc1nnc(SC(CCC2CC2)c2ccccc2)s1 (stereo not given) | 6.1 | 0.3 | -2.3 | 0.1
CCOC(=O)c1c(NC(=O)CSc2nnc(CNC(=O)c3cc(OC)cc(OC)c3)n2-c2cccc(C)c2C)sc2c1CCCC2 | -7.0 | -0.1 | 1.1 | -0.1
Cc1ccc(SCCNC(=O)CN(c2cccc(C)c2C)S(C)(=O)=O)cc1 | 4.1 | 0.2 | 17.6 | 0.0

(more compounds)
smiles | MITF inh | GPR151 activ | TEAD-YAP inh | FBW7 activator
COc1ccc(OC)c(NC(=O)CSc2nc(N)c(-c3ccccc3)c(=O)[nH]2)c1 | 6.9 | 0.6 | 0.9 | 0.1
CN(C)CCC(=O)N1c2ccccc2Sc2ccc(C(F)(F)F)cc21 | 4.1 | -0.3 | 6.0 | 0.3
O=C(CCCC(=O)N/N=C/c1cccc([N+](=O)[O-])c1)N/N=C/c1cccc([N+](=O)[O-])c1 | -8.4 | 14.1* | 6.1 | 0.1
O=C(COC(=O)c1ccc(-n2cncn2)c([N+](=O)[O-])c1)Nc1ccc(F)cc1Cl | 0.8 | -0.7 | -5.9 | 0.0
O=C(c1ccc(Br)o1)N1CCN(c2ccc([N+](=O)[O-])cc2)CC1 | -0.7 | -1.2 | -5.5 | -0.3
O=C1C2CC=CCC2C(=O)N1CN1CCOCC1 (stereo not given) | 2.5 | 0.3 | 0.2 | 0.0
CCOc1cccc(-c2cc(C(=O)N/N=C(\C)c3ccccc3)[nH]n2)c1 | 20.9 | -0.9 | -11.7 | 0.3
CCOC(=O)C(=O)Nc1cccc(C(=O)OCC)c1 | 7.8 | -0.6 | 0.3 | 0.0
O=C(c1cccc(Cl)c1)N1CCN(Cc2ccccc2F)CC1 | 59.2* | 2.0 | 5.7 | 0.1
CC(C)CCNC(=O)[C@@H](NC(=O)c1c(F)cccc1F)C(C)C | -2.0 | 0.6 | -1.1 | 0.0
CCn1cc(C(=O)NCCCN2CCCC2=O)c(=O)c2cc(S(=O)(=O)N(C)C)ccc21 | -9.9 | -1.5 | -11.4 | -0.4
O=C(NC(=S)Nc1ncccn1)c1ccccc1Br | -4.8 | -0.3 | -23.1 | -0.1
CCN(CC)C(=O)C1CCCN(c2nc(NCCO)c3[nH]cnc3n2)C1 (stereo not given) | 0.3 | 0.9 | -2.8 | 0.1
O=C(CNC(=O)c1ccccc1F)OCc1nc2scc(-c3ccccc3)c2c(=O)[nH]1 | 0.5 | 1.8 | -3.5 | -0.1
CCCOC(=O)C1=C(C)NC(=O)NC1c1ccc(Br)cc1 (stereo not given) | 4.5 | 9.5* | 6.3 | 0.1
CC(C)OCCCNC(=O)C1CC(=O)N(c2ccc(F)cc2)C1 (stereo not given) | 3.7 | -0.5 | -3.5 | 0.0
O=C(NCCN1CCOCC1)c1ccc(Sc2cccc(Cl)c2)c([N+](=O)[O-])c1 | -2.8 | 0.6 | 13.0 | -0.3
CCN(CC)S(=O)(=O)c1ccc2c(c1)c(C1N3CC4(C)CN1CC(C)(C3)C4=O)cn2C (stereo not given) | 12.0 | -1.0 | 13.8 | 0.3
CCOc1ccc(NC(=O)Nc2cccc(OC)c2)c([N+](=O)[O-])c1 | 0.7 | 10.5* | -12.6 | -0.1
CCn1c2ccccc2c2cc(NC(=O)COC(=O)Cn3cnc4ccccc43)ccc21 | -0.9 | -0.7 | -4.5 | 0.0
Cc1onc(C(=O)N(C)C2CCCCC2)c1[N+](=O)[O-] | -8.3 | 0.3 | -1.6 | 0.1
COc1ccccc1-n1c(SCc2cccnc2)nc2cccnc21 | -8.4 | 0.9 | -8.2 | -0.1
Cc1ccc2c(c1)CN(CC(=O)NC1CCOCC1)CC(c1ccsc1)O2 (stereo not given) | -12.9 | -0.7 | 3.7 | -0.4
CCN1C(=O)NC(c2ccc([N+](=O)[O-])cc2)C(C(=O)OC)=C1C (stereo not given) | 10.3 | -0.1 | 10.2 | -0.1
Oc1ccccc1C1CC(c2ccc(Br)cc2)=NC(c2ccc(F)cc2)N1 (stereo not given) | 2.1 | 1.4 | -38.7 | 0.0
CCC(c1nnnn1CCOC)N1CCN(Cc2ccccc2)CC1 (stereo not given) | 1.1 | -0.6 | -10.4 | -0.2
O=C(CSc1nc2c(sc(=S)n2CCc2ccccc2)c(=O)n1-c1ccc(Br)cc1)c1ccccc1 | 13.9 | 0.8 | 2.9 | 0.0
O=C(CCC(=O)Nc1nc(-c2cc3ccccc3oc2=O)cs1)NCCCN1CCOCC1 | -2.6 | -8.3 | -25.9 | 0.2
Cn1cnnc1Sc1ccc(/C=C(\C#N)C(=O)NCCc2ccccc2)cc1[N+](=O)[O-] | -1.7 | 3.2 | -1.4 | -0.1
